LMPTP inh – blocks human LMPTP phosphatase; AID 651560; inhibition, % at 20 µM; 360,000 tested, 0.22% active; P24666; recombinant LMPTP-A, OMFP fluorogenic substrate, fluorescence intensity;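 active means compounds that cut the enzyme signal by at least half of the control window in the single-dose screen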;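 further: plate controls were DMSO wells with enzyme plus substrate for no effect and substrate without enzyme for full effect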
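Buffer or medium: Bis-Tris pH 6.0, DTT, detergent; Assay system: LMPTP-A enzyme; Quantity: 0.625 nM enzyme; Detection: endpoint fluorescence intensity; Times: 50 min dark incubation at room temperature; Controls: substrate-only low control, DMSO enzyme-plus-substrate high control; Doses: single 20 µM dose; Read-out: percent inhibition versus substrate-only and uninhibited controls; Reagent: 400 µM OMFP.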
SUMO1-SIM PPI – modulators of human SUMO1-mediated protein-protein interactions; AID 602429; 360,000 tested, 0.33% active; inhibition, % at 20 µM; SUMO1 binding to a labelled peptide, TR-FRET, 1 h; P63165; in the data active means inhibition above about 37%
Target sequence (P63165 whole entry, looked up): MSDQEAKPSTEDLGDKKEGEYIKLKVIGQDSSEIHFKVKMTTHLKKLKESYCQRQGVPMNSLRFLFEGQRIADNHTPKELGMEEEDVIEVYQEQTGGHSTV
DNMT1 block – blocks human DNA methyltransferase DNMT1 | inhibition (reported as % activation of signal), % at 10 µM | 360,000 tested, 0.83% active | DNMT1 molecular beacon, Hinp1I cleavage, fluorescence | P26358; in the data active means inhibition above about 50%
NRP1-CendR mod – modulators of CendR peptide binding to human neuropilin-1; O14786; FAM-RPARPAR peptide binding to NRP-1, fluorescence polarization; inhibition, % at 25 µM; 360,000 tested, 0.85% active;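 active means inhibition or corrected inhibition above about 18%, plus a signal ratio from 0.5 to 1.5, limit read from the data, passing the limit was not always enough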; further: strong numbers were not always called active
STEP inh – inhibitors of human striatal-enriched phosphatase STEP | recombinant STEP, OMFP fluorogenic substrate, fluorescence | inhibition, % at 20 µM | 360,000 tested, 0.25% active | AID 588621;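 active means inhibition at 20 µM, scaled per plate between control wells, above about 37%, limit read from the data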;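 further: 0% = DMSO with enzyme and substrate and 100% = substrate only without enzyme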
Target sequence (P54829 whole entry, looked up): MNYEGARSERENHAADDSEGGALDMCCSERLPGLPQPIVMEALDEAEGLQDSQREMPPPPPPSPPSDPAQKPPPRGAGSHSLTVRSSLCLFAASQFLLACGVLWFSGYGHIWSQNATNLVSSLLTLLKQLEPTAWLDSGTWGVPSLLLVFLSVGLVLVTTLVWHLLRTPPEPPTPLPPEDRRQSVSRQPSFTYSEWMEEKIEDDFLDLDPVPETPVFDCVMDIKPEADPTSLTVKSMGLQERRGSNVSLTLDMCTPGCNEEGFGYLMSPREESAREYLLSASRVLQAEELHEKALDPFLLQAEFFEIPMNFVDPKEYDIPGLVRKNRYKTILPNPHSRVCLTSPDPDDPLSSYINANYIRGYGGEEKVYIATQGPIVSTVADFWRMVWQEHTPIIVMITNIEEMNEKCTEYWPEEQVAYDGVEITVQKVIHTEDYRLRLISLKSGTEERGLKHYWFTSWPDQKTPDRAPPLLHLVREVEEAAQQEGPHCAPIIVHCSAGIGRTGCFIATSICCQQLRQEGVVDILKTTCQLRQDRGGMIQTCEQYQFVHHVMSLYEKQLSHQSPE
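medium = Bis-Tris buffer pH 6.0, 2.5 mM DTT, 0.005% Tween 20 | test system = STEP (striatal-enriched tyrosine phosphatase) enzyme, cell-free | measure = normalized % inhibition | compound dosing = 20 µM, 1% DMSO | also added = 25 µM OMFP | schedule = reaction 20 min, ambient temperature | measured by = fluorescence read at 480 nm ex / 540 nm em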
MT1-MMP act inh – MT1-MMP (human) activation inhibition. GFP/RFP ratio change, % at 20 µM. P50281. HT1080 RFP-PRO-GFP cells, GFP/RFP ratio fluorescence, overnight; percent of plate control window, DMSO zero. AID 651647. 360,000 tested, 0.061% active;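 active means GFP/RFP ratio change of at least 30% with cell ATP level not reduced by more than half and red fluorescence within 50% of control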; further: strong numbers were not always called active
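Assay system: HT1080 cells carrying an RFP-PRO-GFP reporter | Dosing: Single dose of 20 µM compound, 1% DMSO final | Incubation: Cells overnight before dosing, compound overnight, 37 °C, 5% CO2 | Evaluation: GFP/RFP fluorescence ratio | Control set: DMSO and RFP-L50D-GFP cell wells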
Scp1 inh – blocks human Scp-1 phosphatase activity; Q9GZU7; Recombinant Scp1, phosphopeptide, malachite green phosphate absorbance; inhibition, % at 20 µM; 340,000 tested, 0.88% active; AID 493091;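 active means inhibition above about 50% at 20 µM, limit read from the data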;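 further: plate controls were DMSO wells with enzyme for no effect and wells lacking enzyme for full effect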
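Material: truncated SCP-1 phosphatase (76-261aa) / Buffer or medium: 50 mM Tris acetate pH 5.5, 0.005% Tween-20, 10 mM MgCl2 / Compound dosing: one concentration, 20 µM, with 1.0% DMSO / Incubation: 45 min room-temperature reaction, 5 min colour, 30 min stabiliser / Detection: colorimetric free-phosphate detection, absorbance 630 nm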
Rpn11 inh – inhibitors of human proteasome Rpn11; human 26S proteasome, Ub4-pepOG fluorescence polarization; 20S core pre-blocked with epoxomicin; calls only at 20 µM; 360,000 tested, 0.59% active;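 active means inhibition at 20 µM, scaled to each plate's controls, above about 33%, limit read from the data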
Target sequence (O00487 whole entry, looked up): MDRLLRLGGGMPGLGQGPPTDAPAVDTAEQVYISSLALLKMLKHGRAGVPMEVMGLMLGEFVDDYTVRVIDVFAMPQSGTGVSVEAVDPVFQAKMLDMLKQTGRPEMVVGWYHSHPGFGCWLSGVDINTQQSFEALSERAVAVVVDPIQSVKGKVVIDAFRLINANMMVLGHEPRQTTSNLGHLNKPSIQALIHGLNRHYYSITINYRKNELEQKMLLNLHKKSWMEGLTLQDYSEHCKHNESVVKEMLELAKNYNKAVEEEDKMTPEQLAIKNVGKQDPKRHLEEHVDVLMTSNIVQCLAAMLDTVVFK
NadD inh – blocks S. aureus nicotinate mononucleotide adenylyltransferase; purified NadD enzyme, colorimetric absorbance read-out; 360,000 tested, 0.78% active; AID 602399; inhibition, % at 20 µM; in the data active means inhibition above about 26%; further: some compounds past the cut are filed as inactive
SKN-1 inh – blocks SKN-1 activity in C. elegans. C. elegans VP596 Pgst-4::GFP/RFP ratio, acrylamide-induced, 24 h. inhibition, % at 21.8 µM. 360,000 tested, 0.49% active;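 active means interference check ratio from 0.5 to 1.5 plus GFP to RFP signal ratio inhibition reaching or exceeding a fixed threshold, cut at about 30% in these data, passing the limit was not always enough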; further: some compounds called inactive have numbers as strong as hits
* marks the source's active call; other numbers are inactive results; i = inactive; / = not tested or not shown.

Second line of a record: LMPTP inh	SUMO1-SIM PPI	DNMT1 block	NRP1-CendR mod	STEP inh	MT1-MMP act inh	Scp1 inh	Rpn11 inh	NadD inh	SKN-1 inh
Cc1cnc(C(=O)OCC(=O)NC(=O)c2ccccc2)cn1
 : -1.5	3	0	21	-2	-5	-2	i	4	-12
CCNC(=O)C(CCSC)NS(=O)(=O)c1ccc(C)cc1 (stereo not given)
 : 1.6	3	1	11	-3	-5	-5	i	-3	-6
COc1ccc(-c2nc3ccccc3c(=O)n2CCOc2ccc(C)cc2C)cc1
 : 1.4	-1	-13	13	-1	-5	7	i	5	-5
O=C(CSc1nnc(-c2cccc(F)c2)o1)NC1CCCC1
 : -0.3	4	0	3	0	0	-1	i	5	3
COc1ccccc1NC(=O)c1nnn(CC(=O)Nc2cc(C)cc(C)c2)c1N
 : -0.8	3	9	-5	-4	2	7	i	-2	-2
CC(CCc1ccccc1)NC(=O)CCNC(=O)Cn1ccc2ccccc2c1=O (stereo not given)
 : 0.3	0	-1	6	4	2	-9	i	-1	2
COc1ccc(C2c3[nH]c4ccccc4c3C[C@H]3C(=O)N(CCCO)CC(=O)N23)cc1OC (stereo not given in full)
 : -0.7	4	-5	-8	-1	-3	-6	i	4	12
CS(=O)(=O)c1cccc(-c2nnc(NC(=O)c3ccc(S(=O)(=O)N4CCCC4)cc3)o2)c1
 : -0.5	4	-2	2	5	0	-8	i	14	11
O=C1c2ccccc2C(O)(c2ccccc2)N1c1ccc([N+](=O)[O-])cc1Cl (stereo not given)
 : -0.8	-15	1	-25	-2	-3	-11	i	1	3
O=S(=O)(c1cc(Cl)cc(Cl)c1)N1CCCC1c1nc2ccccc2s1 (stereo not given)
 : 0.8	1	-4	9	-6	-1	-6	i	-5	26
Cc1ccc(NC(=O)CCC(=O)NNC(=O)Nc2cccc(Cl)c2)c(C)c1
 : -0.7	-1	-3	4	3	3	-9	i	1	-2
CCCCN(CC)Cc1c(O)ccc2c3c(c(=O)oc12)CCC3
 : 0.1	-6	0	0	-4	0	-13	i	1	7
CCN1CCN(Cc2nc(N)nc(Nc3ccc(C)c(C)c3)n2)CC1
 : -3.1	0	2	3	-2	-4	-7	i	-4	-11
CNC(=O)c1ccc(N(Cc2ccccc2C)S(C)(=O)=O)cc1
 : -1.1	4	2	0	-1	3	5	i	3	-3
COc1cc2c(cc1OC)CN(C(=O)c1ccc(S(=O)(=O)N(C)c3ccccc3)cc1)CC2
 : 0.7	-1	2	-2	-1	-4	-7	i	-1	-10
Cc1cccc(-c2noc(-c3c(C)noc3C)n2)c1
 : -0.4	24	1	9	1	1	-4	i	-9	7
CCC1(c2ccc(F)cc2)NC(=O)N(CC(=O)Nc2cccc(S(=O)(=O)N3CCOCC3)c2)C1=O (stereo not given)
 : -0.4	0	0	-6	-1	3	-7	i	5	1
O=c1c(Cl)c(N2CCN(c3ccc(F)cc3)CC2)cnn1C12CC3CC(CC(C3)C1)C2
 : -0.8	-17	9	0	3	0	-1	i	5	-2
O=C(Cn1c(=O)cnc2ccccc21)N1CCCc2ccccc21
 : 0.3	-14	1	4	0	-2	-1	i	0	-2
CC(C)c1nnc(NC(=O)CCS(=O)(=O)c2nc(-c3cccs3)cc(C(F)(F)F)n2)s1
 : 2.5	-9	3	0	-2	-11	11	i	4	13
CC(=O)N1CCCc2cc(S(=O)(=O)Nc3ccc4c(c3)OCO4)ccc21
 : 0.8	-2	-10	-5	-1	5	-8	i	-2	-9
O=C1CCC/C=C\C[C@@H](CC(=O)N(CCO)Cc2ccccc2)C(=O)N2CCC[C@H]2CO1
 : -0.9	3	2	28*	0	4	-6	i	-2	-3
CCOc1ccc(Cl)cc1S(=O)(=O)N1CCC(C(=O)NCc2ccncc2)CC1
 : -1.6	3	3	6	-1	-4	-10	i	-7	-2
O=C(O)c1nn(CCOc2ccccc2F)c(=O)c2ccccc12
 : -1.2	-4	1	4	-3	1	4	i	-7	7
O=C(NC1CCCC1)C1CCCN1C(=O)Nc1ccccc1Cl (stereo not given)
 : 0.6	-1	1	-8	-2	5	-3	i	-7	-7
NS(=O)(=O)c1ccc2nc(NC(=O)C3=COCCO3)sc2c1
 : 0.5	-2	4	-4	0	1	-3	i	-7	-1
CC(=O)N1CCc2cc(S(=O)(=O)CCC(=O)N3CCN(c4ccccc4)CC3)ccc21
 : 0.2	4	4	10	-1	-1	1	i	-2	-21
CCc1nnc(NC(=O)c2c(-c3ccccc3)noc2C)s1
 : -0.2	-7	1	6	-1	-4	-1	i	5	-1
COc1cccc(CN2CCC2(C)C(=O)Nc2ccc(C)c(O)c2)c1F (stereo not given)
 : -0.3	2	-2	-14	-4	1	/	i	-3	-12
Cc1ccc(NC(=S)N2CCN(CCN3C(=O)c4cccc5cccc(c45)C3=O)CC2)cc1
 : 2.2	-27	2	6	4	6	-14	i	16	-3

Next section
Second line of a record: LMPTP inh	SUMO1-SIM PPI	DNMT1 block	NRP1-CendR mod	STEP inh	MT1-MMP act inh	Scp1 inh	Rpn11 inh	NadD inh	SKN-1 inh
CC(C)NC(=O)CCCN1C(=O)c2ccccc2Sc2ncccc21
 : -0.6	0	-3	9	-4	-3	-4	i	-2	19
CC(=O)c1cccc(NC(=O)NC(C)C2CCCO2)c1 (stereo not given)
 : -0.5	2	-2	0	3	-1	-1	i	6	-4
CN(C)/C=C/C(=O)c1cnc2n(c1=O)CCS2
 : 0.2	-6	1	2	-2	2	-6	i	1	7
CCOC(=O)C1(Cc2ccccc2)CCCN(Cc2ccc(OCCO)cc2)C1 (stereo not given)
 : 0.1	-1	2	0	2	-9	-5	i	0	-8
O=C(O)C1CC(c2ccc(F)cc2)=NO1 (stereo not given)
 : -1.9	5	86*	-12	0	7	52*	i	-14	12
O=C(COc1ccccc1F)N1CCCc2ccccc21
 : -1.0	-2	2	-1	-1	2	-8	i	-1	1
Cc1ccc2c(c1)C(=O)OC1(O)C3C4C=CC(C4)C3C(=O)N21 (stereo not given)
 : -2.7	-2	0	7	-2	1	-4	i	-5	-6
COc1cccc(CN(C)C(=O)c2ccc(C)c(S(=O)(=O)N3CCCCC3)c2)c1
 : -7.6	-25	-2	3	1	6	-7	i	-4	8
CCOc1ccc(N2C(=O)CN(C)C2=S)cc1
 : 0.1	-1	-1	-5	1	-17	27	i	-2	2
Cc1ccc(C)c(C(C)NC(=S)NCc2ccc(F)cc2)c1 (stereo not given)
 : 2.3	-1	4	-3	2	-4	-2	i	2	-15
O=c1[nH]cnc2scc(-c3ccc(-c4ccccc4)cc3)c12
 : 0.2	-1	-1	-11	0	3	-2	i	14	8
Cc1cc(NC(=O)COC(=O)CNS(=O)(=O)c2c(F)cc(F)cc2Br)no1
 : -1.4	3	0	5	0	2	-8	i	0	15
CC(=O)c1ccc(NC(=O)/C(=C\c2cccs2)NC(=O)c2ccco2)cc1
 : -0.1	-17	-1	1	-3	-1	-8	i	2	-7
CCOc1ccc(CC(=O)N2CCN=C2SCc2ccc([N+](=O)[O-])cc2)cc1
 : -1.6	-23	2	-2	2	4	-3	i	-4	-1
O=C(Nc1nc2ccccc2[nH]1)NC1CCCCC1
 : -1.0	1	2	8	0	3	-10	i	-1	6
COc1ccc(-c2nc(-c3ccc(Br)o3)no2)cc1
 : 0.4	3	8	-4	0	3	-10	i	-3	-9
CCn1c(SCc2ccc([N+](=O)[O-])cc2)nnc1C(C)NC(=O)c1ccc(C)cc1 (stereo not given)
 : -2.0	-15	1	8	-2	-2	-3	i	-2	-5
c1ccc2c(c1)c1ccccc1n1c(-c3ccc4c(c3)OCO4)nnc21
 : 2.5	9	25	-9	4	-2	3	i	4	-5
O=C(NCc1ccc2c(c1)OCO2)c1cccc(Cl)c1
 : 0.2	0	-1	8	2	-1	1	i	-1	-6
COc1ccc(S(=O)(=O)n2nc(C)cc2C)c(C)c1C
 : -0.6	-2	4	11	1	6	-5	i	7	-2
COc1ccc(OC)c(NC(=O)C2CCCN2C(=O)OCc2ccccc2)c1 (stereo not given)
 : -1.3	-6	-1	-11	-1	-7	-2	i	-1	-7
O=C1CSc2ccc(C(=O)NCCC3=CCCCC3)cc2N1
 : 0.0	0	1	-1	-1	5	3	i	-10	2
O/N=C1/C2C3CC4C5C3C1C5C1(OCCO1)C42 (stereo not given)
 : -1.9	-1	10	8	0	2	-3	i	-6	-13
Cn1c(=O)c2ncn(CC(=O)N/N=C/c3ccco3)c2n(C)c1=O
 : 0.3	-5	2	0	-3	3	3	i	2	17
Cc1cc(NCc2ccc(F)cc2Cl)n2nnnc2n1
 : -1.1	1	2	3	0	1	-8	i	-4	-9
CCCn1c(=O)c2ccccc2n2c(SCCOc3ccccc3)nnc12
 : -0.2	3	-2	8	-1	2	-7	i	7	6
O=C(CN1CCCCCC1)Nc1cccc([N+](=O)[O-])c1
 : 2.0	-12	-3	-12	0	3	-4	i	-9	8
COc1cccc(C(=S)N2CCCC2)c1OC
 : 0.6	0	-2	-6	9	-3	-4	i	3	13
Oc1ccccc1N=Cc1c(O)ccc2ccccc12
 : 5.0	-45	-6	120	-9	2	-14	/	0	-3
O=C(O)C1CCCCC1C(=O)NC(c1ccccc1)c1ccccc1 (stereo not given)
 : -1.3	1	1	-11	-4	-3	-10	i	-4	13

Next part; it opens with the two that closed the last part.
Second line of a record: LMPTP inh	SUMO1-SIM PPI	DNMT1 block	NRP1-CendR mod	STEP inh	MT1-MMP act inh	Scp1 inh	Rpn11 inh	NadD inh	SKN-1 inh
Oc1ccccc1N=Cc1c(O)ccc2ccccc12
 : 5.0	-45	-6	120	-9	2	-14	/	0	-3
O=C(O)C1CCCCC1C(=O)NC(c1ccccc1)c1ccccc1 (stereo not given)
 : -1.3	1	1	-11	-4	-3	-10	i	-4	13
Cc1ccc(Cl)cc1NC(C#N)c1ccccc1 (stereo not given)
 : 0.9	-3	-2	8	3	0	-7	i	-4	-5
COc1cc(Cl)c(C)cc1NC(=O)COC(=O)C1=COCCO1
 : -1.3	0	-1	8	-2	2	-3	i	-8	10
O=C(NCc1ccco1)Nc1ccc(Br)cc1
 : 0.0	-2	-3	-3	0	-2	-8	i	6	9
COc1ccc(NC(=O)c2cccc(F)c2)cc1Cl
 : 0.7	2	5	-7	4	2	-2	i	-7	1
Cc1cccc2cc3c(nc12)SC(=NCC1CCCO1)N(Cc1ccco1)C3 (stereo not given)
 : 3.4	-30	2	-10	6	-3	6	i	16	-36

Bioassay records deposited in PubChem by Sanford-Burnham Center for Chemical Genomics.

Compounds were not picked by outcome. Share with any hit: about 3.9%.
